# DAGLB inhibitor: blocks human DAGLB lipase activity; hit rate 0.059% among 340,000; HEK293T DAGLB membrane lysate, EnzChek fluorogenic substrate; AID 504411; inhibition, % at 5.17 µM; in the data active means inhibition above about 34%;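 further: 0% = enzyme with vehicle and 100% = wells lacking enzyme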
# V-ATPase pHluor: regulators of yeast V-ATPase proton transport | AID 504577 | S. cerevisiae, pHLuorin cytosolic pH fluorescence | response, % at 10 µM | hit rate 0.37% among 350,000; in the data active means response mostly above about 7.3%, no sharp cut-off; inactive means mostly below about 5.4%; further: actives read high; inactives centre near 0; some compounds called inactive have numbers as strong as hits; reference of the scale not given here
# DSG3 Ab inh: human desmoglein-3 autoantibody binding inhibition; P32926; DSG3-coupled beads, scFv-anti-DSG3-GFP binding, flow cytometry; stronger effect = lower value; binding (percent of control), % at 10 µM; hit rate 0.48% among 310,000;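 active means binding more than 3 SD below its plate's average and above zero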;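 further: hits lower antibody fragment binding to DSG3; some compounds called inactive have numbers as strong as hits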
# Target sequence (P32926 whole entry, looked up, the tested form may be a part): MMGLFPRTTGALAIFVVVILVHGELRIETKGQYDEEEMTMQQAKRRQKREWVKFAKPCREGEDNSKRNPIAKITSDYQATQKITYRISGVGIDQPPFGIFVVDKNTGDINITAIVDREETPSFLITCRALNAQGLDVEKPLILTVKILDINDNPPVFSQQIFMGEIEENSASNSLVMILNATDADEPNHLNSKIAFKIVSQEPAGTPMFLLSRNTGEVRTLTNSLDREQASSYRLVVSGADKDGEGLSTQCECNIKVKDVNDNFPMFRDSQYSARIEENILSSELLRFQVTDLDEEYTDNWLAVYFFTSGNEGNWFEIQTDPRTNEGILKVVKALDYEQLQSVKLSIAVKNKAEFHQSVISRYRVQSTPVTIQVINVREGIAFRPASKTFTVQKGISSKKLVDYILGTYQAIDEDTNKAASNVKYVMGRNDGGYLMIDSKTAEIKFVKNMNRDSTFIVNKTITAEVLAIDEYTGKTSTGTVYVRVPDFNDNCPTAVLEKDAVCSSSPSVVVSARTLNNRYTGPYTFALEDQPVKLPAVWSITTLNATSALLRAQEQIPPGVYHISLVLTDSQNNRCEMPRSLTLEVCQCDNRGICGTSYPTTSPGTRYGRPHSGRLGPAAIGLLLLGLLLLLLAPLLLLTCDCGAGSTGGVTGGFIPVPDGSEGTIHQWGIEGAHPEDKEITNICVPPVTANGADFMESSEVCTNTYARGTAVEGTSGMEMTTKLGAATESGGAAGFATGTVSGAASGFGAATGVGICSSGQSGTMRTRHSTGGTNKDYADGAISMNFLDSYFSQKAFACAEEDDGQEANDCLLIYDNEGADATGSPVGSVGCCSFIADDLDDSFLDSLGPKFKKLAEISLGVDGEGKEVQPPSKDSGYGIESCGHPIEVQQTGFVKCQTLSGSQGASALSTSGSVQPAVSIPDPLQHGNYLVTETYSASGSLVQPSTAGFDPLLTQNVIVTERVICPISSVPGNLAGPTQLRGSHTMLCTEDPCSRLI
# The depositor's hits bear a star; · = not tested or not shown.
DAGLB inhibitor	V-ATPase pHluor	DSG3 Ab inh	mol
-1	-4	·	C[C@@H]1CN([C@@H](C)CO)S(=O)(=O)c2ccc(Br)cc2O[C@H]1CN(C)Cc1ccncc1
-3	2	·	O=C(OCc1cn([C@@H]2CN(CC3CCCCC3)[C@@H](c3ccccc3)C[C@H]2O)nn1)c1ccccc1
-2	2	·	Cc1ccc(CN2CCC[C@]3(N[C@H](c4ccccc4)[C@@H]4C(=O)N(Cc5ccccc5)C(=O)[C@@H]43)C2=O)cc1
0	2	·	C[C@H]1CN([C@@H](C)CO)C(=O)CCCn2nncc2CO[C@@H]1CN(C)Cc1ccncc1
2	3	·	CCN(CC)C(=O)C1=C(C)N(Cc2ccc(F)cc2)C(=O)C(CC(=O)NCCCN(C)C)C1 (stereo unspecified)
1	1	·	CNC(=O)C[C@H]1C(=O)N(c2ccccc2)C[C@@H]1Cc1ccccc1
-3	4	·	C[C@@H]1CN([C@@H](C)CO)S(=O)(=O)c2ccc(Br)cc2O[C@@H]1CN(C)Cc1cccnc1
-3	-1	·	CCN(CC)C(=O)C1=C(C)N(Cc2ccc(C(C)(C)C)cc2)C(=O)C(CC(=O)NCCc2ccccn2)C1 (stereo unspecified)
0	-2	·	CN1OC[C@@H]2CN(C(=O)C(C)(C)C)[C@H](c3cccc(Oc4ccccc4)c3)C[C@@H]21
-1	0	·	C[C@H](CO)N1C[C@H](C)[C@@H](CN(C)C(=O)CC2CC2)Oc2cc(Br)ccc2S1(=O)=O

# Other structures
DAGLB inhibitor	V-ATPase pHluor	DSG3 Ab inh	mol
0	-1	·	C[C@@H]1CN([C@@H](C)CO)C(=O)c2cc(Br)cnc2O[C@@H]1CN(C)C(=O)Nc1ccc(F)cc1
9	1	·	CC(C)C1C(=O)N(Cc2cn(Cc3ccco3)nn2)CCS(=O)(=O)N1Cc1ccc(-c2ccc(F)nc2)cc1 (stereo unspecified)
-1	-1	·	C[C@H](CO)NC(=O)c1[nH]cnc1C(=O)Nc1cccc(Cl)c1
-2	-1	·	C[C@@H]1CN([C@H](C)CO)C(=O)CCCn2cc(nn2)CO[C@H]1CN(C)C(=O)CCC(F)(F)F
0	0	·	C[C@H](CO)N1C[C@H](C)[C@H](CN(C)Cc2cccc(C(F)(F)F)c2)OCc2ccccc2-c2c(n(C)c3ccccc23)C1=O
0	-1	·	CN1CCn2cnc(C(=O)N3CCN(c4ccccc4)CC3)c2C1=O
5	·	115	O=C1[C@H]2[C@@H](c3ccccc3)N[C@]3(CCCN(Cc4ccccc4)C3=O)[C@H]2C(=O)N1Cc1ccccc1
-2	0	106	Cc1ccc(S(=O)(=O)N2C[C@H]3[C@H]4C(=O)N(c5ccccc5)C(=O)[C@H]4C[C@H](OC(=O)NCc4ccco4)[C@@]3(O)C2)cc1
-1	2	100	C[C@@H]1CN([C@@H](C)CO)C(=O)c2cc(Br)cnc2O[C@H]1CN(C)C(=O)c1ccccc1F
-2	1	102	C[C@@H]1CN([C@H](C)CO)C(=O)CCCn2nncc2CO[C@H]1CN(C)Cc1cccc(C(=O)O)c1

# (continued)
DAGLB inhibitor	V-ATPase pHluor	DSG3 Ab inh	mol
1	-1	101	COc1ccc(CN2C(=O)C(CC(=O)NC3CCCC3)CC(C(=O)N(C(C)C)C(C)C)=C2C)cc1 (stereo unspecified)
-25	-1	102	C=CCN1C(=O)C(=Cc2ccc3c(c2)CCC3)SC1=S
-4	0	105	CCC/C=C/c1ccc(CN2C(C)C(=O)N(Cc3cn(Cc4ccco4)nn3)CCS2(=O)=O)cc1 (stereo unspecified)
16	0	100	C#CCN(C[C@@H]1[C@@H](OC(=O)NCC2CCCCC2)[C@@H](OC(=O)NCC2CCCCC2)Cn2c(=O)ccc(=O)n21)S(=O)(=O)c1ccc(C)cc1
-6	-1	98	CCCCN1C(=O)C(CC(=O)NCc2cccc3ccccc23)CC(C(=O)N(CC)CC)=C1C (stereo unspecified)
3	0	106	O=C(COc1ccc(S(=O)(=O)N2CCOCC2)cc1)NCCc1ccc(Cl)cc1
-2	0	97	Cc1cn([C@H]2C[C@H](O)[C@@H](CCC(=O)NCc3ccc(N(C)C)cc3)O2)c(=O)[nH]c1=O
-1	2	96	C[C@@H]1CN([C@H](C)CO)C(=O)CCCn2nncc2CO[C@H]1CN(C)C(=O)C1CC1
-1	-1	104	CC(C)NC(=O)N(C)C[C@H]1Oc2cc(C#Cc3ccc(F)cc3)ccc2S(=O)(=O)N([C@H](C)CO)C[C@H]1C
-3	0	114	C[C@@H]1CN([C@@H](C)CO)C(=O)c2cc(Br)cnc2O[C@@H]1CN(C)S(=O)(=O)c1ccc(F)cc1

# (further entries)
DAGLB inhibitor	V-ATPase pHluor	DSG3 Ab inh	mol
-1	-2	104	CCCCCC(=O)N1C[C@H](O)[C@@H](n2cc(C3CC3)nn2)C[C@@H]1c1ccc(C)cc1
-1	1	109	CN(C(=O)COC(=O)c1ccc(S(=O)(=O)N2CCCCCC2)cc1)c1ccccc1
1	-3	103	C[C@H](CO)N1C[C@H](C)[C@H](CN(C)Cc2ccncc2)Oc2ncc(C#CC3CC3)cc2C1=O
3	2	104	C[C@@H]1CN([C@H](C)CO)C(=O)CCCn2nncc2CO[C@H]1CN(C)C(=O)Nc1cccc2ccccc12
-4	0	103	C[C@@H]1CN([C@H](C)CO)S(=O)(=O)c2ccc(Br)cc2O[C@H]1CN(C)C(=O)Nc1ccccc1
-1	0	107	CCOC(=O)c1ccc(NC(=O)c2nc[nH]c2C(=O)NC[C@H](C)O)cc1
4	0	104	COc1ccc(CNC(=O)O[C@H]2C[C@@H]3C(=O)N(c4ccccc4)C(=O)[C@@H]3[C@@H]3CN(S(=O)(=O)c4ccc(C)cc4)C[C@]23O)cc1OC
-28	2	99	Cc1ccc(S(=O)(=O)N(CCc2ccccc2)c2ccc3c(c2)C2CC3CCN2C(=O)OCc2ccccc2)cc1 (stereo unspecified)
-4	-2	96	CC(C)C[C@H]1COc2cc(Br)ccc2S(=O)(=O)N1
-2	0	102	CC(C)CC1NC(=O)c2cccnc2-n2c1nc1cc(F)c(F)cc1c2=O (stereo unspecified)

# The list goes on.
DAGLB inhibitor	V-ATPase pHluor	DSG3 Ab inh	mol
-1	2	104	O=C1NC(Cc2ccccc2)c2nc3ccc(F)cc3c(=O)n2-c2ncccc21 (stereo unspecified)
0	0	100	CCCCN1C(=O)C(CC(=O)NCc2cccc3ccccc23)CC(C(=O)N2CCOCC2)=C1C (stereo unspecified)
-5	-1	101	Cc1ccccc1CN1C[C@H]2CON(C)[C@H]2C[C@H]1c1cccc(Br)c1
0	2	104	C[C@H]1CN([C@@H](C)CO)C(=O)c2cc(Br)cnc2O[C@H]1CN(C)Cc1ccccc1C(=O)O
-2	-2	106	Cc1ccc([C@H]2N[C@]3(CCCN(Cc4ccc(F)cc4)C3=O)[C@H]3C(=O)N(C)C(=O)[C@@H]23)cc1
-3	-2	112	CC(C)CC1C(=O)N(Cc2cn(CC3CCCCC3)nn2)CCS(=O)(=O)N1Cc1ccc(-c2ccc(F)nc2)cc1 (stereo unspecified)
-16	-1	102	CCN(CC)C(=O)C1=C(C)N(Cc2ccc(OC)cc2)C(=O)C(CC(=O)NCCN2CCOCC2)C1 (stereo unspecified)
0	2	99	CS(=O)(=O)Nc1ccc2c(c1)[C@@H]1C[C@@H](CC(=O)NCc3cccnc3)O[C@H](CO)[C@@H]1O2
1	-1	107	CNC(=O)C[C@H]1C(=O)N(CCc2ccccc2)C[C@@H]1C
0	-1	105	C[C@@H]1CN([C@@H](C)CO)C(=O)CCCn2nncc2CO[C@H]1CN(C)S(=O)(=O)c1cccc(F)c1

# The list goes on.
DAGLB inhibitor	V-ATPase pHluor	DSG3 Ab inh	mol
-5	1	109	O=C1[C@H]2[C@@H](c3ccccc3)N[C@]3(CCCN(CC4CCCCC4)C3=O)[C@H]2C(=O)N1Cc1ccccc1
-2	-4	110	CCCNC(=O)N(C)C[C@@H]1Oc2ncc(-c3ccncc3)cc2C(=O)N([C@H](C)CO)C[C@@H]1C
0	0	109	C[C@H](O)[C@@H]1C(=O)N2CCc3c([nH]c4ccccc34)[C@@H]2C[C@@H]1N(C)C(=O)Nc1ccc(F)cc1
2	0	101	CC(C)NC(=O)N(C)C[C@H]1OCc2cnnn2CCCC(=O)N([C@H](C)CO)C[C@H]1C
2	0	106	CC(C)C1C(=O)N(Cc2cn(CCC3OCCO3)nn2)CCS(=O)(=O)N1Cc1ccc(-c2ccc(Cl)c(Cl)c2)cc1 (stereo unspecified)
-2	1	103	COc1ccc(-c2ccc(CN3C(CC(C)C)C(=O)N(Cc4cn(Cc5ccco5)nn4)CCS3(=O)=O)cc2)cc1 (stereo unspecified)
-1	-2	103	C[C@@H]1CN([C@H](C)CO)C(=O)CCCn2cc(nn2)CO[C@H]1CN(C)C(=O)Nc1ccc(-c2cccs2)cc1
-3	4	104	C[C@@H]1CN([C@H](C)CO)C(=O)CCCn2cc(nn2)CO[C@H]1CN(C)S(=O)(=O)c1ccc(C#N)cc1
0	1	100	CC(C)C1C(=O)N(Cc2cn(CCC3OCCCO3)nn2)CCS(=O)(=O)N1Cc1ccc(-c2cccc(N(C)C)c2)cc1 (stereo unspecified)
2	-1	100	Cc1ccc([C@H]2N[C@]3(CCCN(CC4CCCCC4)C3=O)[C@H]3C(=O)N(C)C(=O)[C@@H]23)cc1

# Continued.
DAGLB inhibitor	V-ATPase pHluor	DSG3 Ab inh	mol
-3	3	100	CCc1cc(-c2nnn(CCC3COCCO3)c2CC)ccc1-c1cn(Cc2ccccc2)nn1 (stereo unspecified)
0	1	97	C[C@@H]1CN([C@H](C)CO)C(=O)CCCn2nncc2CO[C@@H]1CN(C)S(=O)(=O)c1ccccc1
3	0	101	CC(C)CC1NC(=O)c2cc3ccccc3cc2-n2c1nc1cc(Cl)ccc1c2=O (stereo unspecified)
2	0	113	COc1cccc(NC(=O)N(C)C[C@@H]2OCc3cn(nn3)CCCC(=O)N([C@H](C)CO)C[C@H]2C)c1
1	-2	99	C[C@H](O)[C@@H]1CN2CCc3c([nH]c4ccc(-c5ccc6c(c5)OCO6)cc34)[C@@H]2C[C@@H]1N(C)C(=O)Nc1ccc(F)cc1
-1	-2	116	C[C@H]1CN([C@@H](C)CO)S(=O)(=O)c2ccc(Br)cc2O[C@H]1CN(C)S(=O)(=O)c1ccccc1F
0	-2	111	Cc1cc(C)c2cc(C#N)c(NCCCNC(=O)c3cccnc3)nc2c1
-2	-4	100	COc1ccc(NC(=O)N(C)C[C@@H]2OCc3cnnn3CCCC(=O)N([C@@H](C)CO)C[C@H]2C)cc1
1	-1	98	C[C@H]1CN([C@@H](C)CO)C(=O)CCCn2nncc2CO[C@H]1CN(C)S(=O)(=O)c1ccc(Oc2ccccc2)nc1
0	2	110	CC1=C(C(=O)N(C)C)CC(CC(=O)NCCc2ccccn2)C(=O)N1Cc1ccc(C(C)(C)C)cc1 (stereo unspecified)

# Continuation:
DAGLB inhibitor	V-ATPase pHluor	DSG3 Ab inh	mol
-4	-1	110	CCCCCCn1c(=O)n2n(c1=O)C[C@]1(OC(=O)NCc3ccccc3F)CN(S(=O)(=O)c3ccc(C)cc3)C[C@]1(O)C2
-33	1	110	CC(C)(C)Cc1c(-c2ccc(Br)cc2)nc2ccc(Cl)cn12
-1	-2	106	CSc1ncnc2c1ncn2CCCNCCCc1ccccc1
1	0	101	COc1ccccc1S(=O)(=O)N(C)C[C@H]1Oc2cc(Br)ccc2S(=O)(=O)N([C@@H](C)CO)C[C@H]1C
0	2	103	C[C@@H]1CN([C@@H](C)CO)C(=O)CCCn2nncc2CO[C@H]1CN(C)S(=O)(=O)c1ccc(Oc2ccccc2)nc1
1	3	108	CCC[C@H]1CN(c2ccc(OC)cc2)C(=O)[C@@H]1CC(=O)Nc1ccccc1
-3	-2	107	Cc1sc2ccccc2c1CNC[C@H]1O[C@@H](n2ccc(N)nc2=O)[C@H](O)[C@@H]1O

# Gathered by group: those above containing bromine.
DAGLB inhibitor	V-ATPase pHluor	DSG3 Ab inh	mol
-1	-4	·	C[C@@H]1CN([C@@H](C)CO)S(=O)(=O)c2ccc(Br)cc2O[C@H]1CN(C)Cc1ccncc1
-3	4	·	C[C@@H]1CN([C@@H](C)CO)S(=O)(=O)c2ccc(Br)cc2O[C@@H]1CN(C)Cc1cccnc1
-1	0	·	C[C@H](CO)N1C[C@H](C)[C@@H](CN(C)C(=O)CC2CC2)Oc2cc(Br)ccc2S1(=O)=O
0	-1	·	C[C@@H]1CN([C@@H](C)CO)C(=O)c2cc(Br)cnc2O[C@@H]1CN(C)C(=O)Nc1ccc(F)cc1
-1	2	100	C[C@@H]1CN([C@@H](C)CO)C(=O)c2cc(Br)cnc2O[C@H]1CN(C)C(=O)c1ccccc1F
-3	0	114	C[C@@H]1CN([C@@H](C)CO)C(=O)c2cc(Br)cnc2O[C@@H]1CN(C)S(=O)(=O)c1ccc(F)cc1
-4	0	103	C[C@@H]1CN([C@H](C)CO)S(=O)(=O)c2ccc(Br)cc2O[C@H]1CN(C)C(=O)Nc1ccccc1
-4	-2	96	CC(C)C[C@H]1COc2cc(Br)ccc2S(=O)(=O)N1
-5	-1	101	Cc1ccccc1CN1C[C@H]2CON(C)[C@H]2C[C@H]1c1cccc(Br)c1
0	2	104	C[C@H]1CN([C@@H](C)CO)C(=O)c2cc(Br)cnc2O[C@H]1CN(C)Cc1ccccc1C(=O)O
-1	-2	116	C[C@H]1CN([C@@H](C)CO)S(=O)(=O)c2ccc(Br)cc2O[C@H]1CN(C)S(=O)(=O)c1ccccc1F
-33	1	110	CC(C)(C)Cc1c(-c2ccc(Br)cc2)nc2ccc(Cl)cn12
1	0	101	COc1ccccc1S(=O)(=O)N(C)C[C@H]1Oc2cc(Br)ccc2S(=O)(=O)N([C@@H](C)CO)C[C@H]1C

# Compound activity deposited in PubChem by several laboratories.

# A portion of the library; count on the stated rates, not on these rows.
